Screening results from PubChem.
SUMO1 PPI mod = SUMO1-SIM interaction modulation; P63165; SUMO1 binding to a labelled peptide, TR-FRET, 1 h; inhibition, % at 20 µM; 0.33% of 360,000 active; AID 602429; in the data active means inhibition above about 37%
Target sequence (P63165 whole entry, looked up): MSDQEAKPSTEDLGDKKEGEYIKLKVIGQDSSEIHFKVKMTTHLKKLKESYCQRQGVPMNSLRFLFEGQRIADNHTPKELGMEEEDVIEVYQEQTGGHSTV
DNMT1 inh = inhibitors of human DNMT1; P26358; DNMT1 molecular beacon, Hinp1I cleavage, fluorescence; inhibition (reported as % activation of signal), % at 10 µM; 0.83% of 360,000 active; AID 588458; in the data active means inhibition above about 50%
Rpn11 inh = Rpn11 (human) deubiquitinase inhibition | AID 588493 | 0.59% of 360,000 active | human 26S proteasome, Ub4-pepOG fluorescence polarization; 20S core pre-blocked with epoxomicin | calls only at 20 µM;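 active means inhibition at 20 µM, scaled to each plate's controls, above about 33%, limit read from the data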
STEP inh = blocks human striatal-enriched tyrosine phosphatase; P54829; inhibition, % at 20 µM; AID 588621; recombinant STEP, OMFP fluorogenic substrate, fluorescence; 0.25% of 360,000 active;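 active means inhibition at 20 µM, scaled per plate between control wells, above about 37%, limit read from the data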;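 further: 0% = DMSO with enzyme and substrate and 100% = substrate only without enzyme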
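medium = Bis-Tris buffer pH 6.0, 2.5 mM DTT, 0.005% Tween 20 | test system = STEP (striatal-enriched tyrosine phosphatase) enzyme, cell-free | measure = normalized % inhibition | compound dosing = 20 µM, 1% DMSO | also added = 25 µM OMFP | schedule = reaction 20 min, ambient temperature | measured by = fluorescence read at 480 nm ex / 540 nm em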
Rin1 Abl inh = inhibitors of human Rin1-Abl protein interaction | P00519+Q13671 | TR-FRET Rin1/Abl binding, biochemical | inhibition, % at 7.35 µM | 0.4% of 360,000 active | AID 588664; in the data active means inhibition above about 5%, passing the limit was not always enough
Scp-1 inhibitor = inhibitors of human Scp-1 phosphatase; inhibition, % at 20 µM; Q9GZU7; 0.88% of 340,000 active; Recombinant Scp1, phosphopeptide, malachite green phosphate absorbance;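 active means inhibition above about 50% at 20 µM, limit read from the data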;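 further: plate controls were DMSO wells with enzyme for no effect and wells lacking enzyme for full effect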
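System: truncated SCP-1 phosphatase (76-261aa); medium: Tris acetate buffer pH 5.5 with MgCl2 and Tween-20; incubation: 45 min room-temperature reaction, 5 min colour, 30 min stabiliser; compound: single 20 µM dose, 1% DMSO; reagent: Phosphorylated 17-residue peptide substrate; read-out: % inhibition at 20 µM; technique: colorimetric free-phosphate detection, absorbance 630 nm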
LMPTP inh = LMPTP (human) inhibition. P24666. recombinant LMPTP-A, OMFP fluorogenic substrate, fluorescence intensity. inhibition, % at 20 µM. 0.22% of 360,000 active. AID 651560;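 active means compounds that cut the enzyme signal by at least half of the control window in the single-dose screen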;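 further: plate controls were DMSO wells with enzyme plus substrate for no effect and substrate without enzyme for full effect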
Target sequence (P24666 whole entry, looked up): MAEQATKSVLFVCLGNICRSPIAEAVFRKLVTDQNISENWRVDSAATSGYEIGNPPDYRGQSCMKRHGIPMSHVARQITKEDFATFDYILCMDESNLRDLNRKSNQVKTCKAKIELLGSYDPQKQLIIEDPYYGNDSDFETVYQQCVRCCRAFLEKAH
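Test system: LMPTP-A phosphatase enzyme; input: 0.625 nM LMPTP-A final; reagent: OMFP substrate, 400 µM final; compound dosing: 20 µM single dose, 3% DMSO; incubation: 50 min dark incubation at room temperature; measured by: endpoint fluorescence intensity from OMFP dephosphorylation; measure: % inhibition relative to no-enzyme and uninhibited control wells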
NadD inh = NadD (S. aureus) enzyme inhibition | purified NadD enzyme, colorimetric absorbance read-out | inhibition, % at 20 µM | 0.78% of 360,000 active; in the data active means inhibition above about 26%; further: some compounds past the cut are filed as inactive
CSN inh = blocks human CSN-mediated cullin deneddylation; inhibition, % at 12.5 µM; 0.38% of 360,000 active; Purified CSN, SCF-Nedd8-OG deneddylation, fluorescence polarization; Q92905; AID 651999;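 active means pattern-corrected inhibition above about 35%, with an unprinted fluorescence ratio check between 0.5 and 1.5, limit read from the data, passing the limit was not always enough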;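 further: 0% = enzyme with substrate and 100% = substrate without enzyme; some results filed as inactive read as strong as hits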
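Detection – fluorescence polarization · System – HEK293T-derived human Csn5 enzyme · Controls – substrate-only high control, full reaction low control · Timing – 90 min, room temperature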
Neddyl block = inhibitors of human cullin neddylation | P61081+Q13564 | TR-FRET cullin neddylation, biochemical | calls only at 25 µM | 0.58% of 360,000 active; in the data active means inhibition above about 36%
Target sequence (P61081 whole entry, looked up): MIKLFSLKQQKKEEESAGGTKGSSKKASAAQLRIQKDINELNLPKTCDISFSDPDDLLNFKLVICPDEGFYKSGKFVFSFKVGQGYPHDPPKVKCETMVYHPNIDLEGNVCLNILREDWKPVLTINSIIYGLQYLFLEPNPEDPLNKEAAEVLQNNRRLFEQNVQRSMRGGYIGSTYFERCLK
Target sequence (Q13564 whole entry, looked up): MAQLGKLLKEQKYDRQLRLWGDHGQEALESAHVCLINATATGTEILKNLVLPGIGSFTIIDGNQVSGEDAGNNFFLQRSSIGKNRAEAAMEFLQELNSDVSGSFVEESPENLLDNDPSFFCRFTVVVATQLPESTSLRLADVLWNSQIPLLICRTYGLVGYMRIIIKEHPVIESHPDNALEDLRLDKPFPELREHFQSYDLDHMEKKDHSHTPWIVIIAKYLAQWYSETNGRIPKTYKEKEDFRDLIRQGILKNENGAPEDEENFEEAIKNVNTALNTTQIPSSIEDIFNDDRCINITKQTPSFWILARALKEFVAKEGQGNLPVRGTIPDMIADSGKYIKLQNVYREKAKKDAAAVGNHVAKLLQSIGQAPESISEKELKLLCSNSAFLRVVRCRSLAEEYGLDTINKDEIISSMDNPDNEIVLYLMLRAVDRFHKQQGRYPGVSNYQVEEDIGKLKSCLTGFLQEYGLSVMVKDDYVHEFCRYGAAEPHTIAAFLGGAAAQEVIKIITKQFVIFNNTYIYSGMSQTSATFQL
* = called active by the depositor; i = inactive; . = no result given; + = active, no number.

SMILES	SUMO1 PPI mod	DNMT1 inh	Rpn11 inh	STEP inh	Rin1 Abl inh	Scp-1 inhibitor	LMPTP inh	NadD inh	CSN inh	Neddyl block
COC(=O)c1ccccc1S(=O)(=O)NNC(=O)C12CC3CC(CC(C3)C1)C2	-3	-2	i	0	5	-8	1.0	-1	2	i
O=C(NCc1nnc(SCC(=O)N2CCN(c3ccccc3)CC2)o1)c1ccco1	-4	-1	i	-3	2	-4	3.2	5	-4	i
N#C/C(=C\c1ccc(O)c(O)c1)S(=O)(=O)c1ccccc1	-11	2	i	-2	1	-3	0.1	8	12	i
Clc1ccc2oc3c(Cl)ncnc3c2c1	6	8	i	-2	-17	-10	-1.7	-2	-2	i
CCN(CC)c1nc2c(c(=O)[nH]c(=O)n2C)n1CCOc1ccccc1	2	3	i	-1	3	-1	-1.4	0	2	i
COc1cc(CNCCSc2nnnn2C)cc(Br)c1OCc1ccc(F)cc1	12	-6	i	3	0	4	1.4	0	2	i
C[C@]12CCC[C@H](O1)c1c(cc3c(c1O)C(=O)c1c(O)cc(O)cc1C3=O)O2	-20	-19	+	-21	1	-10	3.4	15	38*	i
FC(F)(F)c1ccc(-n2cnc3ccccc32)nc1	-2	3	i	-1	1	1	-1.6	-3	1	i
Nc1nc(C2CC(=O)OC23CCCCC3)cs1 (centres undefined)	-1	0	i	-3	1	9	0.2	-6	-2	i
O=C1CN(C(=O)c2ccc(Br)o2)C(c2ccccc2)c2cc(Cl)ccc2N1 (centres undefined)	11	-3	i	-2	2	-15	1.4	2	8	i
N#CCCN(C(=O)COC(=O)C12CC3CC(CC(O)(C3)C1)C2)c1ccc(F)cc1	-29	-1	i	-4	0	-3	-8.8	4	0	i
CN(C)CCCCCN(C)Cc1cc2ccccc2o1	-1	-4	i	0	2	-9	-1.8	-1	3	i
COc1ccc(C(=O)NCc2nnc(SCC(=O)Nc3cccc(F)c3)o2)cc1	2	-1	i	-6	1	-5	-1.4	-3	2	i
CCCCCC(=O)Nc1cccc(C2=NOC3(C2)C[C@@H](C(N)=O)N(C(=O)Cc2ccc([N+](=O)[O-])cc2)C3)c1 (some centres undefined)	-20	-3	i	2	1	0	-1.7	9	-5	i
CCOC(=O)C1=C(C)N(C[C@@H]2CC[C@@H](Cc3ccc4cc(OC)ccc4c3)O2)C(=O)NC1c1ccc(OC)cc1 (some centres undefined)	3	-10	i	-4	1	-9	3.3	-5	-7	i
CC1(Cc2cccc(C#N)c2)C(=O)Nc2ccc(-c3cccc(C(F)(F)F)c3)cc21 (centres undefined)	4	-8	i	2	-4	.	3.8	-8	-1	i
Cc1ccccc1C(=O)OC(C)CN1CCN(C)CC1 (centres undefined)	0	1	i	-2	2	-3	-1.4	-8	31	i
CCOC(=O)c1ccc2cccc(C)n2c1=O	-10	4	i	-9	-3	-9	-2.4	-4	-4	i
COC(=O)c1ccccc1NC(=O)CSc1nnnn1C	-3	2	i	-1	5	-5	-1.1	10	6	i
Cc1ccc(S(=O)(=O)N2CCN(c3nc4ccccc4nc3-n3nc(C)cc3C)CC2)cc1	-6	-3	i	5	-1	-7	1.8	-4	-1	i
CCc1cccc(CC)c1NC(=O)C1CSC2(C)CCC(=O)N12 (centres undefined)	1	1	i	0	0	-8	0.3	-7	-3	i
Cc1ccc(SCC(=O)NCc2ccco2)cc1	-2	4	i	-1	-2	-5	1.1	-4	6	i
Cc1cc(C(=O)CS(=O)(=O)c2ccc(Cl)cc2)cc(C)c1O	-4	-1	i	1	-1	-20	-0.1	-9	0	i
CCCCCCNc1c(C(=O)OCC)c(=O)[nH]c2ccccc12	3	3	i	-1	0	3	2.0	-1	2	i
CC(NC(=O)COC(=O)/C(=C/c1cccs1)c1cccs1)c1ccccc1 (centres undefined)	-12	-1	i	4	-1	3	4.7	-1	2	i
O=C(NNC(=O)c1cccs1)c1ccc(F)cc1	0	-1	i	-5	1	-10	-1.5	-5	0	i
COc1ccccc1OCc1nc(C#N)c(NCCCn2ccnc2)o1	-1	1	i	-1	-3	1	0.4	2	-5	i
CCCCN(C)C(=O)c1sc(=O)n(Cc2ccccc2F)c1C	6	-1	i	-1	-1	.	0.0	1	-5	i
CCC(CC)c1nnc(NC(=O)CCc2ccccc2)s1	3	-1	i	-1	2	-2	-0.9	-4	-4	i
CCCCNC(=O)CSc1nc(N)c(C(=O)Nc2ccc(OC)cc2)s1	18	0	i	0	-5	-13	-0.8	-8	-1	i
Cc1cc(Cl)ccc1OCC(=O)Nc1cccnc1	2	6	i	-1	-1	-1	-1.3	-6	0	i
CC1(C(=O)NS(=O)(=O)c2ccccc2Cl)CCN1C(=O)C1CCCCC1 (centres undefined)	2	-1	i	-1	2	.	-1.0	-7	0	i
Cc1ccc(C(=O)NC(Cc2cccc(C(F)(F)F)c2)C(=O)O)cc1 (centres undefined)	4	2	i	-3	0	1	-1.1	-6	2	i
O=C(Cc1c[nH]c2ccccc12)N[C@@H](Cc1c[nH]c2ccccc12)C(=O)O	5	-1	i	1	3	-14	-1.3	-4	0	i
CCOc1ccc(Nc2nc(Nc3ccc(O)cc3)nc(C)c2[N+](=O)[O-])cc1	-6	7	i	-1	-1	0	1.9	11	-2	i
CC(=O)N1CCN(C(=O)c2cc(S(=O)(=O)N3CCCCC3)ccc2Cl)CC1	-1	7	i	-2	2	-4	-1.7	-2	1	i
CCn1cc(C(=O)NCc2ccco2)c2cc(OC)c(OC)cc2c1=O	4	15	i	3	3	-12	0.3	2	-7	i
COC(=O)C1=C(C)NC(C)=C(C(=O)OCC2CCCO2)C1c1cccc(Cl)c1 (centres undefined)	0	0	i	-2	-1	-7	1.3	-14	-1	.
COCCCN(Cc1ccco1)C(=O)c1cc2c(s1)-c1ccc(Cl)cc1S(=O)(=O)C2	-10	-3	i	0	0	-4	0.1	0	2	i
COc1ccc(C(=O)N/C(=C\c2ccccc2)C(=O)Nc2ccccc2C(=O)O)cc1	7	6	i	0	-3	-17	-0.5	-4	-3	i
COc1cc(CNc2ncn[nH]2)cc(Br)c1OC	0	5	i	1	2	-6	-2.3	-4	1	i
O=C(c1ccc(N2CCCC2=O)cc1)N1CCN(c2ccccc2F)CC1	-3	0	i	-3	-2	-5	-1.8	-5	-3	i
CCCc1nc2oc3ccccc3c(=O)c2c(=O)n1-c1ccc(C)cc1	6	9	i	2	1	-8	-1.8	3	-5	i
Cc1cccc(/C=C2\CCC(C3CCCC3)C2=O)c1 (centres undefined)	-6	2	i	2	-2	-7	1.0	1	-1	i
COc1ccccc1-c1nc(N)n[nH]1	6	2	i	1	0	-3	-0.7	-5	0	i
Cc1nn(-c2ccccc2)c(C)c1C(=O)Nc1ccc(N2CCOCC2)cc1	6	-6	i	0	-1	-8	0.8	-6	6	i
Cc1ccccc1-c1csc(C(O)c2ccc(F)cc2)n1 (centres undefined)	2	6	i	-5	-3	.	0.0	-6	-1	i
COc1ccc2oc(=Nc3cc(F)ccc3F)c(C(N)=O)cc2c1	-4	1	i	-1	-4	-1	0.6	-7	12	i

In a second layout: results already given.
Order of values – SUMO1 PPI mod | DNMT1 inh | Rpn11 inh | STEP inh | Rin1 Abl inh | Scp-1 inhibitor | LMPTP inh | NadD inh | CSN inh | Neddyl block
CCOc1ccc(Nc2nc(Nc3ccc(O)cc3)nc(C)c2[N+](=O)[O-])cc1
→ -6 | 7 | i | -1 | -1 | 0 | 1.9 | 11 | -2 | i
CC(=O)N1CCN(C(=O)c2cc(S(=O)(=O)N3CCCCC3)ccc2Cl)CC1
→ -1 | 7 | i | -2 | 2 | -4 | -1.7 | -2 | 1 | i
CCn1cc(C(=O)NCc2ccco2)c2cc(OC)c(OC)cc2c1=O
→ 4 | 15 | i | 3 | 3 | -12 | 0.3 | 2 | -7 | i
COC(=O)C1=C(C)NC(C)=C(C(=O)OCC2CCCO2)C1c1cccc(Cl)c1 (centres undefined)
→ 0 | 0 | i | -2 | -1 | -7 | 1.3 | -14 | -1 | .
COCCCN(Cc1ccco1)C(=O)c1cc2c(s1)-c1ccc(Cl)cc1S(=O)(=O)C2
→ -10 | -3 | i | 0 | 0 | -4 | 0.1 | 0 | 2 | i
COc1ccc(C(=O)N/C(=C\c2ccccc2)C(=O)Nc2ccccc2C(=O)O)cc1
→ 7 | 6 | i | 0 | -3 | -17 | -0.5 | -4 | -3 | i
COc1cc(CNc2ncn[nH]2)cc(Br)c1OC
→ 0 | 5 | i | 1 | 2 | -6 | -2.3 | -4 | 1 | i
O=C(c1ccc(N2CCCC2=O)cc1)N1CCN(c2ccccc2F)CC1
→ -3 | 0 | i | -3 | -2 | -5 | -1.8 | -5 | -3 | i
CCCc1nc2oc3ccccc3c(=O)c2c(=O)n1-c1ccc(C)cc1
→ 6 | 9 | i | 2 | 1 | -8 | -1.8 | 3 | -5 | i
Cc1cccc(/C=C2\CCC(C3CCCC3)C2=O)c1 (centres undefined)
→ -6 | 2 | i | 2 | -2 | -7 | 1.0 | 1 | -1 | i
COc1ccccc1-c1nc(N)n[nH]1
→ 6 | 2 | i | 1 | 0 | -3 | -0.7 | -5 | 0 | i
Cc1nn(-c2ccccc2)c(C)c1C(=O)Nc1ccc(N2CCOCC2)cc1
→ 6 | -6 | i | 0 | -1 | -8 | 0.8 | -6 | 6 | i
Cc1ccccc1-c1csc(C(O)c2ccc(F)cc2)n1 (centres undefined)
→ 2 | 6 | i | -5 | -3 | . | 0.0 | -6 | -1 | i

Later entries
SMILES	SUMO1 PPI mod	DNMT1 inh	Rpn11 inh	STEP inh	Rin1 Abl inh	Scp-1 inhibitor	LMPTP inh	NadD inh	CSN inh	Neddyl block
O=C(O)c1cc(N2C(=O)C3C4C=CC(C4)C3C2=O)ccc1NCc1cccnc1 (centres undefined)	1	0	i	0	-4	5	-1.7	-3	-1	i
CCOC(=O)C1CCN(C(=O)N2CCOCC2)CC1	1	2	i	-1	-4	-5	-1.1	-1	1	i
CCOC(=O)C1(C)CCCCCN1C(=O)c1ccc(C(=O)OC)cc1 (centres undefined)	-3	3	i	0	0	.	-0.2	3	-2	i
Cn1nc(C(F)(F)F)c(C#N)c1N1CCN(c2ccccn2)CC1	5	-1	i	-3	3	-3	1.3	-2	-10	i
COc1ccc(CC2(CO)CCN(Cc3cccnc3)CC2)cc1	4	-3	i	3	-1	-7	-0.8	4	-4	i
CNC(=S)N1CCN(c2c(F)cc3c(=O)c(C(=O)O)cn(C4CC4)c3c2OC)CC1C (centres undefined)	4	3	i	8	1	-18	1.2	2	-3	.
COc1cccc(/C=N/NC(=O)CSc2cccc3cccnc23)c1	-13	10	+	0	-3	-3	1.0	-2	112	+
CC(C)CCn1c(=O)c2ccccc2n2c(CCC(=O)NC3CCN(Cc4ccccc4)CC3)nnc12	0	-1	i	2	1	-8	-0.7	-4	2	i
Cc1ccc2[nH]c(=O)c3cc(C(=O)N(C)C4CCCCC4)sc3c2c1	-4	0	i	0	2	13	0.0	-2	5	i
